From PubChem
KB-3-1 cytotox – qHTS assay for MDR1-selective chemotherapeutics: Primary screen using the parental adenocarcinoma cell KB-3-1. KB-3-1 viability, CellTiter-Glo ATP luminescence, 72 h. AID 1347075, 2019. 400,000 compounds, 1.4% hits. Potency, µM (highest dose often 46.1 µM), for inactives: at the top dose activity change, negative = cytotoxic, usual class: cytotoxic; further: on the % scale 0 is the no-effect control and ±100 the full control effect; nearly all actives have a fitted effect of over 60% in size
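Luminescent ATP read-out (CellTiter-Glo) measures survival of drug-naive KB-3-1 cells after 72 h compound exposure at 37 °C. Titration series was screened from lowest to highest concentration, with DMSO vehicle plates as background controls.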
GLP1R ag – qHTS of GLP-1 Receptor Agonists; HEK293 GLP-1R CRE-luciferase, luminescence, 4-6 h; cells express a hypersensitive GLP-1R form; Potency, µM (titrated, usually from 45.6 µM), inactives show top-dose activation, usual class: activators; 380,000 compounds, 0.007% hits; further: % of control where 0% means no effect
Target sequence (P43220 whole entry, looked up): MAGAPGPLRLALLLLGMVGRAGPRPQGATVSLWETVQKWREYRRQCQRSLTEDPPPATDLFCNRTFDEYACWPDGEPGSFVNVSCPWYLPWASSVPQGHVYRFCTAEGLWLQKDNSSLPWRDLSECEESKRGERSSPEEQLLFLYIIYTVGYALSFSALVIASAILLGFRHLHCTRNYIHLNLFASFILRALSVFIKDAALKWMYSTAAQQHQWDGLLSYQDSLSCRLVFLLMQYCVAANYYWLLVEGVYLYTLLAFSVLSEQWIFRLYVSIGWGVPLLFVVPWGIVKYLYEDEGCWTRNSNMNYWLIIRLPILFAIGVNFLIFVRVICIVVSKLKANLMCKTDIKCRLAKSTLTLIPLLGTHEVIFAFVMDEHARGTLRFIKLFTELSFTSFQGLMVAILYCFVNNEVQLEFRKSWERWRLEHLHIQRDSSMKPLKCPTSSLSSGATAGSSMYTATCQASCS
HT1080 IDH1KD tx – qHTS for induction of synthetic lethality in tumor cells producing 2HG: qHTS for the HT-1080-IDH1KD cell line | HT-1080 IDH1 knockdown viability, ATP luminescence, 48 h | Potency, µM (highest dose often 46.1 µM), inactives show at the top dose activity, negative = toxicity, most hits filed as cytotoxic | 360,000 compounds, 2% hits | AID 686971, 2013;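 further: 0% = DMSO wells and -100% = cell-free medium wells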
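Cytotoxicity counter-line: IDH1KD HT-1080, 48 h, CellTiter-Glo. Curves classed by r2, magnitude and activity.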
TDP43 rescue – qHTS of TDP-43 Inhibitors. TDP-43 expressing yeast growth rescue, BacTiter-Glo, 24 h. Potency, µM (titrated, usually from 46.1 µM), for inactives: at the top dose growth rescue (activation), hits mostly activators. 410,000 compounds, 1.8% hits. AID 652104, 2013; further: % of control where 0% means no effect; nearly all actives have a fitted effect of over 50% in size
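Yeast expressing TDP-43 (pregrown in raffinose, seeded at OD600=0.02 in galactose medium) exposed to compounds 24 hr at 30 deg C. Growth read by BacTiter-Glo luminescence; rescue of toxicity appears as increased signal.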
KB-V1 cytotox – qHTS assay for MDR1-selective chemotherapeutics: Primary screen using the drug-selected MDR subline cells KB-V1; KB-V1 MDR cells viability, CellTiter-Glo, 72 h; Potency, µM (series often up to 46.1 µM), without a hit: at the highest dose activity change, negative = cytotoxicity, actives largely listed as cytotoxic; 400,000 compounds, 3.4% hits; further: on the % scale 0 is the no-effect control and ±100 the full control effect; nearly all actives have a fitted effect of over 60% in size
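Drug-selected KB-V1 cells, grown in DMEM lacking phenol red with 10% FBS, receive compound titrations; after three days at 37 degrees C, surviving cell ATP is quantified by CellTiter-Glo luminescence and responses normalized and curve-fitted.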
GLP1R inv ag – qHTS of GLP-1 Receptor Inverse Agonists (Inhibition Mode) | HEK293 GLP-1R CRE-luciferase, luminescence, 24 h; GLP-1R form is constitutively active | Potency, µM (highest dose often 38.3 µM), for the others: at the top dose activity change, negative = inhibition, hits mostly inhibitors | 410,000 compounds, 1.6% hits; further: on the % scale 0 is the no-effect control and ±100 the full control effect; nearly all actives have a fitted effect of over 55% in size
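HEK293 cells stably co-expressing a cAMP-responsive luciferase reporter and constitutively active GLP-1R were seeded, incubated 12 h, then exposed to compounds for 24 h at 37 C. Luminescence was read 12 min after detection reagent; inverse agonists lower signal.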
HT1080-NT tox – qHTS for induction of synthetic lethality in tumor cells producing 2HG: qHTS for the HT-1080-NT fibrosarcoma cell line | HT-1080-NT fibrosarcoma viability, CellTiter-Glo ATP luminescence, 48 h | AID 686970, 2013 | Potency, µM (series often up to 46.1 µM), inactives show at the highest dose activity, negative = less viability, usual class: cytotoxic | 360,000 compounds, 1.6% hits;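 further: NT is the 2HG producing partner of a matched IDH1 knockdown line; 0% = DMSO-treated cells and -100% = media-only wells without cells; nearly all actives have a fitted effect of over 55% in size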
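Viability of the 2HG-overproducing fibrosarcoma line after 48 hours of compound exposure at 37 degrees C was determined by luminescence with CellTiter-Glo, and concentration-effect curves were then fitted and categorized.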
SW480 rereplic – A quantitative high throughput screen for small molecules that induce DNA re-replication in SW480 colon adenocarcinoma cells; SW480 DNA re-replication, Hoechst DNA content imaging, 48 h; Potency, µM (top dose mostly 46.1 µM), for the others: at the highest dose re-replication activation, actives largely listed as activators; 340,000 compounds, 1.8% hits; AID 624297, 2012; further: % of control where 0% means no effect; nearly all actives have a fitted effect of over 55% in size
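SW480 cells exposed to compounds for 48 hr at 37 C, 5% CO2, then Hoechst-stained 40 min. Nuclear DNA content imaged by fluorescence scanning (405 nm excitation, 500-530 nm emission); re-replication scored as increased high-intensity nuclei.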
GLP1R cytotox – qHTS of GLP-1 Receptor Inverse Agonists: Cytotox Screen; HEK293 cAMP-luciferase reporter cells, luminescence, 24 h; Potency, µM (series often up to 38.3 µM), for inactives: at the top dose activity change, negative = inhibition, hits mostly inhibitors; 410,000 compounds, 0.13% hits; AID 624418, 2012;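 further: loss of luciferase light is scored as toxicity; on the % scale 0 is the no-effect control and ±100 the full control effect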
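Quantitative HTS format, 1536 wells, 200 cells/uL seeded. Compounds: 23 nL, 24 h, 37 °C. Detection: luciferase reagent, luminescence at 12 min RT; decreased signal taken as cytotoxic.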
The depositor's hits bear a star; ? = inconclusive; nt = not tested or not shown; [ ] = dose if it differs, or a comment. The call rests on the fitted dose curve; in most records, active means well fitted curve in the direction sought with a large enough effect; inconclusive means small, poorly fitted or top-dose-only effect, or another doubt; inactive means no such curve, though single readings can be large; an effect the other way counts as inactive or inconclusive. Potency means the concentration at half of the fitted maximal effect.

SMILES	KB-3-1 cytotox	GLP1R ag	HT1080 IDH1KD tx	TDP43 rescue	KB-V1 cytotox	GLP1R inv ag	HT1080-NT tox	SW480 rereplic	GLP1R cytotox
OC(COCc1ccc(Cl)cc1)CN1CCCCC1 (configuration not stated)	-3.4%	-6.9%	-1.3%	5.9%	?	-7.6%	-3.1%	-0.2%	10.0%
Cc1ccc(-c2noc(CN3CCN(c4ccccc4F)CC3)n2)cc1	17.5%	7.1%	11.7%	?	0.2%	?	1.3%	-5.3%	-1.7%
CCOc1ccc(-c2[nH]nc3c2C(c2ccc4c(c2)OCO4)C(C#N)=C(N)O3)cc1OC (configuration not stated)	2.7%	-0.3%	-0.4%	-15.6%	-13.1%	47.4%[activator]	-3.8%	?	11.5%
Cn1c(CCN2CCN(c3ccccn3)CC2)nc2cc(NS(=O)(=O)c3ccc(F)cc3)ccc21	0.0%	-1.3%	-25.1%	1.2%	-19.1%	-32.2%	-0.3%	nt	-17.4%
CCCNC(=O)N(C)C[C@H]1Oc2ncc(Br)cc2C(=O)N([C@H](C)CO)C[C@H]1C	14.8%	20.2%	7.5%	10.5%	8.4%	3.9%	3.8%	nt	-14.0%
Cc1cccc(-c2n[nH]c(=S)n2/N=C/c2ccc(C)s2)c1	4.3%	6.1%	?	-10.5%	-11.3%	-11.9%	?	-5.3%	-24.8%
CCN(CC)CCCN1C(=O)C(=O)/C(=C(/O)c2ccc(Cl)cc2)C1c1ccccn1 (configuration not stated)	8.3%	-3.4%	4.3%	-6.0%	7.8%	6.6%	2.2%	-1.6%	-7.9%
COc1ccccc1-c1c(C)nn2c(N3CCN(c4ccc(F)cc4)CC3)cc(C)nc12	3.9%	nt	nt	14.9%	0.0%	0.7%	nt	nt	-6.6%
O=C(NCC(=O)N(c1cccc(F)c1)C(C(=O)NC1CCCC1)c1cccnc1)c1ccco1 (configuration not stated)	-9.5%	3.4%	-2.4%	-0.5%	-12.8%	11.4%	0.8%	-0.3%	3.3%
CC(C)(C)c1ccc(C(=O)OCC(=O)NCc2ccco2)cc1	?	12.8%	?	?	0.0%	?	-0.1%[9.24 µM]	2.5%	2.8%
CSc1ccc(CCNC(=O)CCc2nnc3ccc(N4CCCCC4)nn23)cc1	-16.7%	13.5%	0.9%	22.3%	?	6.7%	-0.4%	1.9%	-8.9%
Cc1ccc(S(=O)(=O)N2C[C@H]3N(C(=O)OC(C)C)N(C(=O)OC(C)C)C[C@H](OC(=O)NCc4ccccc4)[C@@]3(O)C2)cc1	-14.1%	4.5%	-1.1%	0.0%	8.0%	?	-1.6%	nt	-3.6%

The closing 2 compounds of the section before lead into the next.
SMILES	KB-3-1 cytotox	GLP1R ag	HT1080 IDH1KD tx	TDP43 rescue	KB-V1 cytotox	GLP1R inv ag	HT1080-NT tox	SW480 rereplic	GLP1R cytotox
CSc1ccc(CCNC(=O)CCc2nnc3ccc(N4CCCCC4)nn23)cc1	-16.7%	13.5%	0.9%	22.3%	?	6.7%	-0.4%	1.9%	-8.9%
Cc1ccc(S(=O)(=O)N2C[C@H]3N(C(=O)OC(C)C)N(C(=O)OC(C)C)C[C@H](OC(=O)NCc4ccccc4)[C@@]3(O)C2)cc1	-14.1%	4.5%	-1.1%	0.0%	8.0%	?	-1.6%	nt	-3.6%
COCOCCn1cc(CN2CCS(=O)(=O)N(Cc3ccc(-c4ccncc4)cc3)C(C)C2=O)nn1 (configuration not stated)	1.8%	-0.8%	13.3%	14.3%	0.0%	4.6%	17.8%	nt	-2.4%
COc1cccc(C(=O)N2CCCC(c3nc(-c4cccs4)no3)C2)c1 (configuration not stated)	-20.0%	9.1%	-26.0%	-1.2%	4.11µM*	3.7%	-5.3%	0.5%	-7.4%
CCOc1ccc(NC(=O)CSc2nc3[nH]ncc3c(=O)[nH]2)cc1	7.2%	-10.1%	1.1%	12.6%	?	-1.4%	-0.3%	-1.8%	1.9%
O=C(NNC(=O)c1csc(-c2cnccc2C(F)(F)F)n1)c1ccc(C(F)(F)F)cc1	-24.8%	-2.1%	-20.7%	15.0%	?	?	-18.9%	-10.7%	?
Oc1ccc(N=Nc2cccc(C(F)(F)F)c2)cc1C=Nc1ccc(N2CCOCC2)cc1	3.1%	-1.8%	-1.3%	-1.8%	-28.3%	19.4%	-3.1%	?	4.2%
Cc1ccc(S(=O)(=O)N2CCCCC2)cc1NC(=O)CNc1ccc(C(F)(F)F)cc1	2.1%	10.8%	-15.4%	-22.5%	0.0%	?	-21.7%	38.1%	-5.7%
Cc1ccc(C)c(NC(=O)CCc2nnc3ccc(N4CCCCC4)nn23)c1	10.4%	-2.4%	20.2%	9.0%	-16.7%	-10.0%	16.8%	22.4%	-20.5%
Cc1ccc(S(=O)(=O)Nc2ccsc2C#N)cc1	-2.5%	-3.3%	-0.6%	-25.8%	3.6%	6.5%	-3.5%	0.3%	1.8%
Cc1ccc(S(=O)(=O)N2CCN(C(=O)COC(=O)Cc3c(F)cccc3Cl)CC2)c(C)c1	12.8%	-0.2%	0.6%	22.7%	-14.8%	?	-0.9%	8.9%	5.5%
Cc1ccc(-n2c(C)nn(CC3CC3)c2=O)cc1	7.3%	2.4%	?	-19.1%	2.1%	-3.1%	17.0%	0.2%	10.5%
CC1=CC(C)(C)N2C(=O)C3(NCCc4c3[nH]c3ccccc43)c3cccc1c32 (configuration not stated)	-20.9%	0.1%	-10.6%	9.9%	?	?	-4.7%	13.9%	-24.5%
COC(=O)N/N=C\c1ccc(OC/C=C/c2ccccc2)cc1	0.5%	3.0%	-6.4%	?	-4.2%	9.2%	4.1%	-4.2%	2.1%

Single records, as listed above. Values in the order: KB-3-1 cytotox	GLP1R ag	HT1080 IDH1KD tx	TDP43 rescue	KB-V1 cytotox	GLP1R inv ag	HT1080-NT tox	SW480 rereplic	GLP1R cytotox
Results for CCOc1ccc(NC(=O)CSc2nc3[nH]ncc3c(=O)[nH]2)cc1 → 7.2%	-10.1%	1.1%	12.6%	?	-1.4%	-0.3%	-1.8%	1.9%
Results for Cc1ccc(S(=O)(=O)N2CCCCC2)cc1NC(=O)CNc1ccc(C(F)(F)F)cc1 → 2.1%	10.8%	-15.4%	-22.5%	0.0%	?	-21.7%	38.1%	-5.7%
Results for Cc1ccc(C)c(NC(=O)CCc2nnc3ccc(N4CCCCC4)nn23)c1 → 10.4%	-2.4%	20.2%	9.0%	-16.7%	-10.0%	16.8%	22.4%	-20.5%

The listing continues:
SMILES	KB-3-1 cytotox	GLP1R ag	HT1080 IDH1KD tx	TDP43 rescue	KB-V1 cytotox	GLP1R inv ag	HT1080-NT tox	SW480 rereplic	GLP1R cytotox
Cc1cc(NC(=O)/C=C/C(=O)N(CC(=O)NC2CCCC2)c2ccc(F)cc2)no1	-1.4%	-2.8%	?	1.2%	19.5%	-17.4%	?	?	0.4%
COc1ccc(CCN(C)C(=O)C23CC4CC(CC(Cl)(C4)C2)C3)cc1OC	7.2%	12.4%	-12.2%	4.7%	?	?	-17.4%	-8.0%	-4.2%
CCCn1c2ccccc2c2cnn(CC(=O)NC3CCCC(C)C3C)c(=O)c21 (configuration not stated)	-0.2%	0.3%	0.0%	12.1%	1.3%	-2.3%	6.6%	-8.9%	-28.7%
CCOC(=O)CSc1nnc(N)s1	19.1%	-13.9%	6.8%	1.1%	0.0%	20.2%	13.4%	-2.2%[9.22 µM]	-6.6%
O=C(Nc1ccc(OCC(=O)N2CCOCC2)cc1)Nc1cccc(Cl)c1	-4.5%	-0.8%	-2.6%	-9.1%	-4.6%	26.2%[7.66 µM]	-8.9%	0.0%	-0.6%[7.66 µM]
Cc1ccc2[nH]c(=O)c(C(c3nnnn3CC3CCCO3)N3CCOCC3)cc2c1 (configuration not stated)	11.7%	-0.7%	18.4%	-17.4%	-11.7%	-1.0%	11.0%	-3.5%	-1.1%
CC1CCN(S(=O)(=O)c2ccc3c4c2CC(=O)N4CC(C)S3)CC1 (configuration not stated)	-11.0%	6.8%	2.7%	0.3%	-16.1%	-20.4%	4.4%	4.0%	-46.2%
O=[N+]([O-])c1ccccc1Nc1cccnc1	2.4%	7.0%	-3.4%	7.3%	4.0%	22.8%	-18.9%	-1.0%	-25.9%
CCOC(=O)c1c(NC(=O)c2ccc(-n3cnnn3)cc2)sc2c1CCCC2	-24.4%	-0.4%	14.2%	0.2%	12.8%	0.7%	8.8%	?	1.6%
Cc1ccc(S(=O)(=O)Nc2cccc(C(=O)NCC(c3ccco3)N3CCCCC3)c2)cc1F (configuration not stated)	-2.9%	0.4%	-5.9%	17.8%	?	?	-4.3%	0.2%	-16.5%
CCc1ccc(OCC(=O)OC(C)C(=O)NC2CC2)cc1 (configuration not stated)	-1.7%	6.1%	13.6%	-12.0%	?	6.4%	19.4%	-10.7%	1.1%
Cc1nnsc1C(=O)N1CCC(CO)(Cc2ccccc2Cl)CC1	5.0%	12.7%	-0.5%	-3.6%	-25.3%	?	-0.8%	-4.9%	0.4%
Nc1nonc1-n1nnc(C(=O)N/N=C/c2ccccc2)c1CSc1ccc(Cl)cc1	-5.7%	2.0%	-9.2%	6.1%	12.3%	1.7%	-4.0%	-5.2%	-11.0%
Cc1ccc(C(C)C)c(OCCSc2nc3ccccc3n2CC(=O)O)c1	2.7%	-1.0%	0.3%	19.9%	?	?	-7.0%	-9.7%	-1.2%
CN(C)/C=C1/Oc2c(ccc3ccccc23)C1=O	11.1%	4.8%	-10.3%	31.3%	-25.9%	0.9%	-3.1%	3.6%	6.6%
